Bioassay records from PubChem BioAssay.
Tb PYK inh: qHTS of Trypanosoma Brucei Inhibitors; pyruvate kinase (Trypanosoma brucei), Q57TT1; TbPYK enzyme, Kinase-Glo Plus ATP luminescence, 45 min; Potency, µM (series often up to 76.8 µM), for the others: at the top dose activity, negative = inhibition, hits mostly inhibitors; actives 0.12% (n = 410,000); further: potency means the concentration at half of the fitted maximal effect; on the % scale 0 is the no-effect control and ±100 the full control effect; nearly all actives have a fitted effect of over 50% in size
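Quantitative HTS: titrated library compounds versus trypanosomal pyruvate kinase in TEA buffer (pH 7.2) containing KCl, MgCl2, BSA and Tween-20. Reactions were initiated with ADP, 130 uM final. Kinase-Glo Plus luminescence was read after 45 min at RT.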
LmPK inh: qHTS Assay for Inhibitors of Leishmania Mexicana Pyruvate Kinase (LmPK); Q27686; purified LmPK, Kinase-Glo ATP luminescence, 1 h; Potency, µM (titrated, usually from 57.5 µM), for inactives: at the highest dose activity change, negative = inhibition, usual class: inhibitors; actives 0.37% (n = 290,000); AID 1721, 2009; further: potency means the concentration at half of the fitted maximal effect; on the % scale 0 is the no-effect control and ±100 the full control effect
Target sequence (Q27686 whole entry, looked up): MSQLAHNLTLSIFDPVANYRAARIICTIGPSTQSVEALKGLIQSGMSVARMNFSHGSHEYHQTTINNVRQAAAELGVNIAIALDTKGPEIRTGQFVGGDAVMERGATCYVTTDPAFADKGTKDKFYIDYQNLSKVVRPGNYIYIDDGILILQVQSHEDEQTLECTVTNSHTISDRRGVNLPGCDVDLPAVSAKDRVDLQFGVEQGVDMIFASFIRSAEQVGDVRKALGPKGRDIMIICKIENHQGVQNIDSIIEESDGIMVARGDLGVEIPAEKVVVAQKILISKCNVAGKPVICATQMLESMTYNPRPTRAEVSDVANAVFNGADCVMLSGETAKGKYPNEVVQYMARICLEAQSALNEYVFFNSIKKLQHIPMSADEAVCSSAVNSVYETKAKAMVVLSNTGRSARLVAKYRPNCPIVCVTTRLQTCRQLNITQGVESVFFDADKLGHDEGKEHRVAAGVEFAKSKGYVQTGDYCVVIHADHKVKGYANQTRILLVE
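ATP generated from ADP (0.1 mM) and PEP (0.5 mM) by 0.1 nM LmPK over 1 h at room temperature (pH 7.2 imidazole buffer) was detected by coupled luciferase luminescence. Values were normalized to uninhibited and no-enzyme wells.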
Shiga inhibitor: A qHTS for Small Molecule Inhibitors of Shiga Toxin. Vero cells, Shiga toxin protein synthesis inhibition reporter. inhibition, % at 38.7 µM. actives 9.2% (n = 290,000). AID 2315, 2010; in the data active means inhibition mostly above about 28%, no sharp cut-off; inactive means mostly below about 43%; further: 0% is about no effect
AMA1 RON2 block: qHTS for Inhibitors of AMA1-RON; Towards Development of Antimalarial Drug Lead: Primary Screen. AID 720542, 2013. Potency, µM (series often up to 58.2 µM), inactives show at the highest dose activity change, negative = inhibition, most hits filed as inhibitors. actives 0.2% (n = 360,000). Plasmodium falciparum AMA1 (3D7) - RON2 peptide interaction. AlphaScreen AMA1-biotinylated RON2 peptide binding;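 further: potency means the concentration at half of the fitted maximal effect; 0% = vehicle wells and -100% = peptide control; nearly all actives have a fitted effect of over 45% in size; some results filed as inactive show a strong effect at the top dose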
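AMA1 (3D7) with his tag at 25 nM final met compounds first, then biotinylated RON2 peptide at 25 nM; detection used donor plus acceptor beads, 10 µg/mL apiece, read by AlphaScreen after 30 min at room temperature.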
Pf growth 96h: Primary qHTS for delayed death inhibitors of the malarial parasite plastid, 96 hour incubation. P. falciparum luciferase reporter growth, 96 h. Potency, µM (highest dose often 28.7 µM), for inactives: top-dose activity change, negative = inhibition, hits mostly inhibitors. actives 6.9% (n = 320,000). AID 504834, 2011; further: potency means the concentration at half of the fitted maximal effect; on the % scale 0 is the no-effect control and ±100 the full control effect
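Luminescence readout: decreased luciferase signal marks inhibited growth of reporter-expressing P. falciparum in infected red cells (2% hematocrit, 0.05% parasitemia final), exposed to compound two generations (96 h, 37 C, 5% CO2).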
Cycloheximide cs: Cycloheximide Counterscreen for Small Molecule Inhibitors of Shiga Toxin; cell reporter, cycloheximide protein synthesis inhibition counterscreen; max response, %; actives 12% (n = 300,000); AID 2314, 2010; in the data active means max response mostly above about 13%, no sharp cut-off; inactive means mostly below about 14%; further: read at 38.3 µM for the half of the compounds with a filed dose; 0% is about no effect
Pf growth 48h: Primary qHTS for delayed death inhibitors of the malarial parasite plastid, 48 hour incubation; Potency, µM (doses to about 28.7 µM), without a hit: top-dose activity change, negative = inhibition, hits mostly inhibitors; actives 5.9% (n = 310,000); P. falciparum luciferase growth in erythrocytes, 48 h; AID 504832, 2011; further: potency means the concentration at half of the fitted maximal effect; on the % scale 0 is the no-effect control and ±100 the full control effect
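Firefly luciferase activity from engineered P. falciparum reports growth; inhibitors lower the luminescent signal. Cultures contained 2% hematocrit erythrocytes at 0.1% final parasitemia.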
An asterisk follows results filed as active; ? = inconclusive; . = not tested or not shown; [ ] = dose if it differs, or a comment. Unless noted, the call rests on the fitted dose curve; in most records, active means well fitted curve in the direction sought with a large enough effect; inconclusive means small, poorly fitted or top-dose-only effect, or another doubt; inactive means no such curve, though single readings can be large; an effect the other way counts as inactive or inconclusive. This is a random part of the collection (roughly 21% active in at least one column).

mol,Cycloheximide cs,Tb PYK inh,Pf growth 48h,Pf growth 96h,Shiga inhibitor,LmPK inh,AMA1 RON2 block
O=C(COc1ccc2ccccc2c1)Nc1nccs1,42*,-3%,209%[activator],18%,52*,-27%,17%
COc1ccc(S(=O)(=O)NCc2ccco2)cc1C(=O)N1CCOCC1,-2,1%,5%,-1%,-9,-5%,3%
O=C(Nc1nc2ccccc2s1)c1ccc(OCC2CCCO2)cc1 (centres undefined),18*,3%,93%[activator],0%,82*,-12%,-4%
CC[C@@H](C)C(NC(=O)OC(C)(C)C)c1cn([C@@H](Cc2ccc(O)cc2)C(=O)N2CCN(C(=O)OC(C)(C)C)CC2)nn1 (some centres undefined),-2,-7%,11%,8.3µM*,15,2%,-2%
COc1cccc(CC(=O)Nc2ccc3c(c2)CCC3)c1,9,-7%,38%[activator],36%[activator],35,3%,9%
O=C(CCC(=O)N/N=C/c1cc(Cl)cc(Cl)c1O)NCc1ccccc1,5,-25%,24%,21%,7,5%,46%[activator]
CCNC(=O)N1CCN(C(=O)NCC)CC1,-5,-1%,23%,43%[activator][5.75 µM],-8,1%,12%
CC(=O)c1ccc(-c2ccc(C(=O)N(C)c3c(N)n(Cc4ccccc4)c(=O)[nH]c3=O)o2)cc1,.,-6%,-1%,-10%,.,.,15%
CC1Cc2ccccc2N1C(=O)C1CCCN1S(=O)(=O)c1ccc(Cl)cc1 (centres undefined),-2,2%,.,156%[activator],-6,5%,43%
COc1ccc(CCNC(=O)CSc2nn(-c3ccccc3)c(=S)s2)cc1,-5,-5%,-9%,-6%,-3,4%,-11%
CC(C)C(=O)Nc1ccc2nn(-c3ccc(F)cc3)nc2c1,28*,-7%,288%[activator],51%[activator],46*,-2%,6%
CCOC(=O)c1c(C)[nH]c(C)c1S(=O)(=O)N1CCN(c2cccc(C)c2)C(C)C1 (centres undefined),-5,3%,-7%,-16%,3,5%,-2%
CC(Oc1ccc2ccc(=O)oc2c1)C(=O)NCCN1CCOCC1 (centres undefined),-2,2%,3%,28%,-6,-1%,19%
C/C=C/C(=O)OCC(=O)NC(=O)NC(C)C,-3,-12%,.,?,-5,0%,2%
O=C1N=C(N2CCOCC2)S/C1=C\C=C/c1ccccc1,44*,.,123%[activator],56%[activator],66*,2%,0%
N#Cc1cn(CC(=O)NCc2cccnc2)c2ccccc12,6,-4%,6%,.,2,-10%,-6%
O=C(COC(=O)c1cc[n+]([O-])cc1)Nc1cccc(Cl)c1Cl,7,5%,12µM*,17%,33,2%,-16%
CN(CC(=O)Nc1ccc(Cl)c(C(F)(F)F)c1)C(=O)c1ccc(N2CCOCC2)c([N+](=O)[O-])c1,.,7%,-14%,3%,.,.,-11%
COc1cc(/C=N/NC(=O)CCn2c3ccccc3c3ccccc32)ccc1O,-2,-10%,-5%,1%,15,6%,-7%
Cn1nc(C(C)(C)C)cc1C(=O)NCc1ccc(N2CCCC2=O)cc1,-1,1%,-12%,?,-5,-9%,10%
COc1ccc(CNC(=O)c2cc(-c3cc(C)cc(C)c3O)n[nH]2)cc1,11,-3%,?,?,2,0%,97%[activator]
N=C1/C(=C/c2ccc(OC(=O)c3ccco3)cc2)C(=O)N=C2SC=CN12,11,2%,-16%[5.75 µM],-27%,37,-1%,45%[activator]
Cc1nnc(SCC(=O)Nc2nnc(SCc3cccc(Br)c3)s2)s1,-2,-5%,8%,7.4µM*,-2,-1%,1%
CC(=O)c1cccc(NC(=O)c2cc(-c3ccncc3)nc3ccccc23)c1,.,-1%,12µM*,?,.,.,7%
COCCNc1nnc(SCC(=O)c2ccc3c(c2)OCO3)s1,15,-2%,-7%,?,45,1%,-8%
Cc1ccc(C)c(N(C)S(=O)(=O)c2ccc3c(c2)oc(=O)n3C)c1,-4,2%,?,0%,-3,-3%,1%
CCC(=NC(C)c1ccccc1)c1c(O)[nH]c(=O)[nH]c1=O (centres undefined),1,2%,-5%,-3%,-14,1%,0%
CC(C)OCC(O)CN1CCC(Cc2ccccc2)CC1 (centres undefined),9,12%,25%,34%[activator],19,0%,0%
Cc1ccc(C)c(N2CCN(S(=O)(=O)c3ccc4c(c3)C(C)(C)C(=O)N4C)CC2)c1,-1,-4%,?,0%,13,0%,-11%
O=CC(Br)P(=O)(N1CCOCC1)N1CCOCC1 (centres undefined),-3,?,-20%,36%[activator],10,1%,-3%
Cc1ccc2nc(-c3ccc(NC(=O)CN4C(=O)c5ccccc5C4=O)cc3)sc2c1,75*,-3%,233%[activator],-23%,108*,-4%,13%
O=C(/C=C/c1cccs1)c1ccc(NC(=O)c2cccc(Br)c2)cc1,62*,1%,?,180%[activator],131*,3%,-15%
CC(C)NC(=O)COC(=O)c1ccc(Oc2ccccc2)cc1,3,10%,.,-5%,-6,5%,8%
NC(=O)N/N=C\c1cccs1,5,4%,12%,-3%,17,9%,14%
Cc1ccc(N(C)S(=O)(=O)c2cccc(C(=O)OCC(=O)N3CCCC(C)C3)c2)cc1 (centres undefined),.,2%,-14%,15%,.,.,-3%[11.6 µM]
Cc1ccc(NC(=O)Cn2nnc(C(=O)NCc3ccccc3)c2N)cc1C,6,2%,8%,.,-2,7%,-22%
CC(=O)Nc1ccc(Nc2cc(-c3ccccc3)nc3ncnn23)cc1,1,-2%,?,30%[activator],19,2%,-20%
O=C(Nc1ccc(N2CCOCC2)cc1)c1nc2ccccc2s1,54*,-18%,-26%,227%[activator],91*,-7%,8%
Cc1cccc(-n2ccc(=O)c(C(=O)Nc3ccc(S(=O)(=O)N4CCOCC4)cc3)n2)c1,10,-4%,-29%,12µM*,-9,-4%,-8%
Cn1cccc1/C=N/NC(=O)c1cccs1,42*,-2%,80%[activator],40%[activator],74*,-12%,-4%
COC(=O)C1=C(C)NC(=S)NC1c1ccc(-c2cccc(Cl)c2)o1 (centres undefined),0,2%,?,?,12,0%,-12%
CCOC(=O)/C(=C\c1c[nH]c2ccccc12)NC(C)=O,8,-12%,3%,46%[activator],-19,0%,6%
CCOC(=O)c1[nH]cnc1C(=O)Nc1cccc(N)n1,-4,-1%,10%,18%,-18,-1%,-13%
CCCNC(=O)CSc1nc2[nH]ncc2c(=O)[nH]1,-2,-2%,5%,?,2,-2%,-5%
COc1ccc(Cl)cc1NC(=O)NC1CCCCC1,-3,0%,.,0%,-14,3%,?
O=C(CSc1nc2c(c(=O)n1-c1ccccc1)SCC2)N1CCN(c2ccccc2)CC1,-5,-3%,?,-11%,-17,1%,0%
CC1CN(c2ccnc3cc(Cl)ccc23)CC(C)O1 (centres undefined),6,-9%,?,?,20,-6%,-4%
O=C(NN=C1c2ccccc2-c2ccccc21)c1cccc(Br)c1,-3,1%,-71%,?,-16,1%,29%
CC(=O)NC1CC(C)(C)N(OC(C)=O)C(C)(C)C1,4,0%,19%,?,14,0%,-22%
Cc1ccc(S(=O)(=O)N2CC(O)CC2C(=O)OCc2nc3sc(C)c(C)c3c(=O)[nH]2)cc1 (centres undefined),-4,5%,12µM*,13µM*,-2,8%,18%

New compounds follow.
mol,Cycloheximide cs,Tb PYK inh,Pf growth 48h,Pf growth 96h,Shiga inhibitor,LmPK inh,AMA1 RON2 block
CCOC(=O)N1CCN(C(=O)c2n[nH]c(=O)c3ccccc23)CC1,-1,-9%,12%,17%,-2,1%,0%
CC1CCN(S(=O)(=O)c2cccc(-c3csc(-c4cccnc4)n3)c2)CC1,-4,-9%,?,.,-7,10%,0%
CSCCC(NS(=O)(=O)/C=C/c1ccccc1)C(=O)N1CCC(C)CC1 (centres undefined),-2,3%,-23%,132%[activator],-17,1%,-17%
CC1CCCCC12NC(=O)N(CC(=O)N1CCc3ccccc3C1)C2=O (centres undefined),.,-2%,2%,31%[activator],.,.,3%
Cc1cc(Cl)ccc1OCc1n[nH]c(=S)n1C1CCCCC1,-1,?,-13%,?,16,13µM*,76%[activator]
CC1CC(=O)C2=C(C1)OC(N)=C(C#N)C2c1coc2ccccc2c1=O (centres undefined),5,8%,3%,-18%,10,12%,-2%
Cc1ccc(S(=O)(=O)N(c2cc(Cl)c(O)c(Cl)c2)P(=O)(OC(C)C)OC(C)C)cc1,-2,1%,?,?,28,0%,-1%

Limited to Cycloheximide cs and Pf growth 96h (6 entries from above):
Molecule | Cycloheximide cs | Pf growth 96h
Cc1cc(Cl)ccc1OCc1n[nH]c(=S)n1C1CCCCC1 | -1 | ?
CCOC(=O)N1CCN(C(=O)c2n[nH]c(=O)c3ccccc23)CC1 | -1 | 17%
CC1CCCCC12NC(=O)N(CC(=O)N1CCc3ccccc3C1)C2=O (centres undefined) | . | 31%[activator]
CC1CCN(S(=O)(=O)c2cccc(-c3csc(-c4cccnc4)n3)c2)CC1 | -4 | .
CSCCC(NS(=O)(=O)/C=C/c1ccccc1)C(=O)N1CCC(C)CC1 (centres undefined) | -2 | 132%[activator]
CC1CC(=O)C2=C(C1)OC(N)=C(C#N)C2c1coc2ccccc2c1=O (centres undefined) | 5 | -18%

Laid out differently: results already given
SMILES: CC1CCCCC12NC(=O)N(CC(=O)N1CCc3ccccc3C1)C2=O (centres undefined)
  Cycloheximide cs: . | Tb PYK inh: -2% | Pf growth 48h: 2% | Pf growth 96h: 31%[activator] | Shiga inhibitor: . | LmPK inh: . | AMA1 RON2 block: 3%
SMILES: Cc1cc(Cl)ccc1OCc1n[nH]c(=S)n1C1CCCCC1
  Cycloheximide cs: -1 | Tb PYK inh: ? | Pf growth 48h: -13% | Pf growth 96h: ? | Shiga inhibitor: 16 | LmPK inh: 13µM* | AMA1 RON2 block: 76%[activator]
SMILES: CC1CC(=O)C2=C(C1)OC(N)=C(C#N)C2c1coc2ccccc2c1=O (centres undefined)
  Cycloheximide cs: 5 | Tb PYK inh: 8% | Pf growth 48h: 3% | Pf growth 96h: -18% | Shiga inhibitor: 10 | LmPK inh: 12% | AMA1 RON2 block: -2%
SMILES: Cc1ccc(S(=O)(=O)N(c2cc(Cl)c(O)c(Cl)c2)P(=O)(OC(C)C)OC(C)C)cc1
  Cycloheximide cs: -2 | Tb PYK inh: 1% | Pf growth 48h: ? | Pf growth 96h: ? | Shiga inhibitor: 28 | LmPK inh: 0% | AMA1 RON2 block: -1%
